miR-122 sensor – inhibitors of miR-122 in Huh7 cells; Huh7 miR-122 Renilla luciferase sensor, 48 h; neutral wells = 0, positive control = 100; 340,000 tested, 0.3% active; AID 602342; activation (reporter increase), % at 12.5 µM;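 active means mean replicate activation score at least 90 and every replicate individually at or above 90; inconclusive means only one of the two criteria met; inactive means neither criterion met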;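 further: higher luciferase means less miR-122 activity so hits act as miR-122 inhibitors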
RAD52 anneal inh – inhibitors of human RAD52 DNA annealing. P43351. recombinant RAD52 DNA annealing, FRET fluorescence. inhibition, % at 18.7 µM. 360,000 tested, 0.46% active;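 active means every replicate showing at least 50% inhibition; inconclusive means mean inhibition at least 50% but not in every replicate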
Target sequence (P43351 whole entry, looked up): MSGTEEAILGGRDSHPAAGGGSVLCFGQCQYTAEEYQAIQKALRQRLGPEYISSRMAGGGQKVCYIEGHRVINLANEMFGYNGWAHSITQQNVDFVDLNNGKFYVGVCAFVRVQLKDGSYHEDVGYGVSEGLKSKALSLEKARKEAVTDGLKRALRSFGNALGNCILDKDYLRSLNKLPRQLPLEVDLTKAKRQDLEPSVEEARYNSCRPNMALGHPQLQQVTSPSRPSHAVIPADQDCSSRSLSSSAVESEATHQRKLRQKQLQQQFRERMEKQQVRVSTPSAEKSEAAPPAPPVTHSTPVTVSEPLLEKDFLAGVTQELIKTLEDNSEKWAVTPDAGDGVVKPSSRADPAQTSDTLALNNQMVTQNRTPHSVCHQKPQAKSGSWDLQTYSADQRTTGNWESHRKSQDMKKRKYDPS
E-selectin induc – E-selectin induction on HUVECs; 260,000 tested, 0.37% active; activation, % at 7.58 µM; P16581; HUVEC E-selectin immunofluorescence imaging; normalized: neutral wells 0, TNF-alpha wells 100; AID 686992;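 active means mean E-selectin-positive cell signal at least 10% of the positive control, reached in at least 60% of replicates, without over 20% cell loss; inconclusive means no rule given, readout overlaps actives, possibly toxicity-flagged; inactive means the rest, including those meeting only one limit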;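 further: in these data hits start at about 27%; measured in HUVEC primary endothelial cells; signal is the percent of cells scored E-selectin positive by PE staining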
Target sequence (P16581 whole entry, looked up): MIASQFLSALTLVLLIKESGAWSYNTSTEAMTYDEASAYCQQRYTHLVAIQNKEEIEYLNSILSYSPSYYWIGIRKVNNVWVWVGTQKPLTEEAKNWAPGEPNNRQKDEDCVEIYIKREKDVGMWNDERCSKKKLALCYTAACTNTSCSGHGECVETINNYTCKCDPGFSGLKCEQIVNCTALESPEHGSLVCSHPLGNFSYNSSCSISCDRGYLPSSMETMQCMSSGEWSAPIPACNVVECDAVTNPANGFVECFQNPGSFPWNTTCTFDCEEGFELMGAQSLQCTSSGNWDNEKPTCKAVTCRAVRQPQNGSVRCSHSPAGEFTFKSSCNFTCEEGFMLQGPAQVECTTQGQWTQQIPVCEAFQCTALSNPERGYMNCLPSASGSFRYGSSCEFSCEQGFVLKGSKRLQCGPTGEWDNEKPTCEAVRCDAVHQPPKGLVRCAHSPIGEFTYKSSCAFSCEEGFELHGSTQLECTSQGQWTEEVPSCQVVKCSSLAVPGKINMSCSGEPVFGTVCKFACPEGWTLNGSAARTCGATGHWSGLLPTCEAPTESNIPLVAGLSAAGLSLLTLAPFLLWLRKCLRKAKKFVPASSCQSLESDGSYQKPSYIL
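Assay system: HUVEC primary endothelial cells. Input: 3,000 HUVEC seeded per well. Doses: one compound dose added by pin transfer. Read-out basis: % PE-positive cells. Benchmarks: TNF-alpha high, DMSO low. Detection: immunofluorescence imaging. Buffer or medium: EGM-2, gelatin.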
RAD54 inh – RAD54 (human) branch migration inhibition; RAD54 Holliday junction branch migration, FAM/BHQ fluorescence; inhibition, % at 10.4 µM; 360,000 tested, 0.14% active;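 active means mean normalized replicate activity at least 40 and at least half of replicates scoring 40 or more; inconclusive means only one of the two criteria met; inactive means mean below 40 and under half of replicates reaching 40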;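 further: 0% = median of neutral control wells and 100% = median of positive control wells; inhibitors cause a drop in the FAM fluorescence signal; in these data hits start at about 50%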
PGC1a acetyl inh – PGC1a acetylation modulation, inhibitor mode; U2OS PGC1a acetylation, AlphaScreen anti-acetyl-lysine; with virally co-expressed GCN5 acetyltransferase; inhibition, % at 15.6 µM; 350,000 tested, 0.17% active; AID 651687;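 active means every replicate shows inhibition of at least 40%; inconclusive means mean inhibition at least 40% but some replicate below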;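 further: 0% = neutral control wells and 100% = positive control wells; some results beyond the cut were filed as inactive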
Cneo AK release – causes C. neoformans cell lysis | adenylate kinase release luminescence, 4 h; normalised: neutral wells 0, clomiphene wells 100 | lysis activity, % at 15 µM | 360,000 tested, 0.2% active | AID 651654;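 active means mean lysis activity across replicates of at least 80%, whatever share of replicates individually reach that level; inactive means mean lysis activity below 80%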
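Signal: Adenylate kinase release luminescence | Assay system: Log-phase Cryptococcus neoformans yeast cells | Input: Cells at 5 × 10^6 per mL | Buffer or medium: Fresh YPD growth medium | Compound: Single dose | Schedule: Static 4 h at 37 °C with compound, 1 h detection | Controls: Clomiphene | Read-out: Luminescence rise reflecting yeast cell lysis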
PglD DTNB – PglD (C. jejuni) enzyme inhibition; AID 602405; inhibition, % at 12.5 µM; purified PglD enzyme, DTNB colorimetric CoA detection; 360,000 tested, 0.098% active; in the data active means inhibition above about 16%, passing the limit was not always enough; inconclusive means no clear call, values can overlap the other calls; further: strong numbers were not always called active
ERAP1 inh – ERAP1 (human) enzyme inhibition | Q9NZ08 | inhibition, % at 10.7 µM | recombinant ERAP1, Leu-AMC fluorescence, 60 min | 340,000 tested, 0.15% active | AID 652197;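 active means mean replicate inhibition of at least 30%, or all replicates individually reaching that 30% level; inactive means mean below 30% and not every replicate reaching it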;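 further: 0% = neutral control wells and 100% = L-leucinethiol positive control wells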
* hit, by the source's call; ? = inconclusive; / = no result given; [ ] = remark or other dose.

SMILES	miR-122 sensor	RAD52 anneal inh	E-selectin induc	RAD54 inh	PGC1a acetyl inh	Cneo AK release	PglD DTNB	ERAP1 inh
CC(C)(C)c1ccc(OCCCN2CCCC2)cc1	51	-6	0.1	-18	5	2	-2	4
CN(C)C(=O)c1ccc(-c2ccc([C@@H]3[C@@H](CO)N4CCCCN(CCC(F)(F)F)C[C@@H]34)cc2)cc1	3[16.7 µM]	2	1.1	-3	-8	5	-6	0
COc1ccc(NS(=O)(=O)c2csc(C(=O)N3CCCC3)c2)cc1	-6	-11	-0.1	/	-4	/	/	-1
COc1ccc(C#Cc2ccc([C@@H]3[C@@H](CO)N4C(=O)CN(C(=O)C5CCOCC5)C[C@@H]34)cc2)cc1	/	-2	-0.6	/	7	/	/	-3
CCOc1cc(C(=O)N2CCN(c3ccccn3)CC2)cc(OCC)c1OCC	-3	-6	/	-1	2	1	4	-2
COCc1c(C(=O)N2CCN(Cc3ccc4c(c3)OCO4)CC2)oc2ccccc12	-3	-14	/	-1	-3	-2	0	-1
O=C1C2C3c4ccccc4C(c4ccccc43)[C@@H]2C(=O)N1c1nc(-c2ccccc2)cs1 (stereo partly drawn)	-4	6	/	7	9	-2	-4	-1
CCOC(=O)C1=CCN(S(=O)(=O)c2ccccc2C)C1c1ccc(Br)cc1 (stereo not drawn)	-3	-6	-0.2	2	-24	0	4	-3
CCn1c(SC(C)C)nnc1C1CCN(S(=O)(=O)c2ccc(OC)cc2)CC1	-3	/	/	-5	-9	2	-3	/
O=C(Nc1cccc(C(F)(F)F)c1)c1cc2ncc(Br)cn2n1	-1	5	/	5	6	1	-3	-1
O=C([C@H](Cc1ccccc1)N1C(=O)c2ccccc2C1=O)N1CCOCC1	-6	-11	/	-4	0	4	2	1
Cn1c(COc2ccc([N+](=O)[O-])cc2)nnc1SCC(N)=O	/	-8	1.6	/	8	/	/	0
O=C(CN(C(=O)c1csnn1)c1ccc(F)c(Cl)c1)NC1CCCC1	/	-13	/	3	/	3	-1	0
Cc1cccc(NC(=S)N2CCC(NC(=O)c3ccco3)CC2)c1	-6	-22	/	-2	/	-1	1	-3
O=C(O)C[C@@H]1C[C@H]2c3cc(NC(=O)Nc4ccc(C(F)(F)F)cc4)ccc3O[C@H]2[C@@H](CO)O1	0[16.7 µM]	-14	0.0	12	4	-8	3	-2
CCOC(=O)c1c(N)c(C#N)c2n1CCCC2	-10	/	/	3	-6	-1	-5	/
CCCC(=O)Nc1ccc2c(c1)C(=O)N(C)[C@@H]1CC[C@H](CC(=O)NCCCN(C)C)O[C@@H]1CO2	3[16.7 µM]	2	0.1	-9	-3	-3	-3	-2
O=C(NC1CCCCC1)NC1CC2CCC(C1)N2C(=S)NCc1ccco1 (stereo not drawn)	1	-24	/	-15	11	3	/	-2
CCOc1ccccc1N1CCN(C(=O)c2cc3c(C)cc(C)cc3[nH]2)CC1	5	-7	1.6	-5	-4	-1	-1	2
COc1ccc(NC(=O)CN2CCC3(O)CCCCC3C2c2cc(OC)ccc2OC)cc1 (stereo not drawn)	1	/	/	1	3	0	1	/

Five entries already listed, sorted by number of heavy atoms, smallest number first:
SMILES	miR-122 sensor	RAD52 anneal inh	E-selectin induc	RAD54 inh	PGC1a acetyl inh	Cneo AK release	PglD DTNB	ERAP1 inh
O=C(Nc1cccc(C(F)(F)F)c1)c1cc2ncc(Br)cn2n1	-1	5	/	5	6	1	-3	-1
O=C(CN(C(=O)c1csnn1)c1ccc(F)c(Cl)c1)NC1CCCC1	/	-13	/	3	/	3	-1	0
O=C(NC1CCCCC1)NC1CC2CCC(C1)N2C(=S)NCc1ccco1 (stereo not drawn)	1	-24	/	-15	11	3	/	-2
CCn1c(SC(C)C)nnc1C1CCN(S(=O)(=O)c2ccc(OC)cc2)CC1	-3	/	/	-5	-9	2	-3	/
CN(C)C(=O)c1ccc(-c2ccc([C@@H]3[C@@H](CO)N4CCCCN(CCC(F)(F)F)C[C@@H]34)cc2)cc1	3[16.7 µM]	2	1.1	-3	-8	5	-6	0

Carrying on:
SMILES	miR-122 sensor	RAD52 anneal inh	E-selectin induc	RAD54 inh	PGC1a acetyl inh	Cneo AK release	PglD DTNB	ERAP1 inh
COc1cccc(OC)c1C(=O)NC(=S)NNC(=O)[C@H]1C[C@@H]1c1ccccc1	-6	-15	6.4	-11	5	0	-5	1
COc1cccc(NC(=O)CCN2C(=O)c3ccccc3S2(=O)=O)c1	-28	-5	/	6	3	-1	-1	-3
O=C1CCC[C@@H]2Cc3nc4ccc(O)cc4cc3[C@@H]3CCN1[C@H]23	-7	-10	0.0	8	2	-2	-9	-2
CCC(C)NCCOCCSc1ccc(Cl)cc1 (stereo not drawn)	7	/	/	-5	0	3	-1	/
CC(C)(C)C1CCC(=O)N(CCC#N)CC1 (stereo not drawn)	-2	3	/	-7	-4	2	-5	3
CSc1cccc(NC(=O)C2CCCN(S(=O)(=O)c3cnc[nH]3)C2)c1 (stereo not drawn)	-3	-16	/	5	1	-3	-1	/
Clc1ccc(C2CC(c3cccs3)n3ncnc3N2)cc1Cl (stereo not drawn)	-1	-14	0.1	8	-13	6	-4	/
C[C@H]1CCCCO[C@H](CN(C)C(=O)CCC(F)(F)F)[C@@H](C)CN([C@@H](C)CO)C(=O)c2cc(NS(=O)(=O)c3ccc(F)cc3)ccc2O1	0[16.7 µM]	4	/	-4	-11	0	1	5
NNC(=O)CNC(c1ccccc1)c1cc(Br)ccc1NC(=O)c1ccc(Br)cc1 (stereo not drawn)	4	/	/	-4	5	2	1	/
C[C@@H]1CN([C@@H](C)CO)S(=O)(=O)c2ccc(-c3ccc(C#N)cc3)cc2O[C@@H]1CN(C)C(=O)CN(C)C	-12[16.7 µM]	8	-0.5	4	8	17	-2	2
Cn1nc(C(=O)OCc2ccccc2F)c2ccccc2c1=O	/	-4	-1.9	/	3	/	/	-3
Cn1nc(C(=O)Nc2cccc(S(N)(=O)=O)c2)c2ccccc2c1=O	1	-14	-0.5	4	-7	2	-4	/
COc1ccc(OC)c(N(CC(=O)Nc2ccccc2C(=O)NCc2ccco2)S(C)(=O)=O)c1	-16	/	/	-2	-1	-1	-4	/
CO[C@H]1CN(C)C(=O)c2cc(NS(=O)(=O)c3ccc(C)cc3)ccc2OC[C@H](C)NC[C@@H]1C	23[16.7 µM]	-2	0.4	6	-11	-2	1	1
CCOC(=O)c1c(NC(=O)C2CCCO2)sc(C(=O)OC(C)(C)C)c1C (stereo not drawn)	-2	/	/	-3	/	10	0	/
O=S(=O)(c1ccccc1)c1nc(-c2cccs2)oc1NCCCn1ccnc1	22	/	/	-6	-2	1	2	/
CCCCNS(=O)(=O)CCNCc1ccccc1OC	/	-14	-0.7	-10	/	-1	0	0
COc1ccc(-c2ccc([C@@H]3[C@@H](CO)N4C(=O)CN(C(=O)C5CCC5)C[C@@H]34)cc2)cc1	/	8	-0.1	/	2	/	/	2
O=C1CCCC(O)=C1N=Nc1cccc(C(=O)O)c1	2	-17	/	-1	8	9	-1	12
C[C@@H]1CN([C@H](C)CO)S(=O)(=O)c2ccc(C#C[C@@H](C)O)cc2O[C@@H]1CN(C)C(=O)c1ccncc1	-8[16.7 µM]	-32	-0.1	-6	3	-1	-1	0
Cc1cccc(C(=O)OCc2cc(=O)oc3c(C)c(C)ccc23)c1O	-1	/	/	-19	-2	4	-1	/
COc1ccc(N2CCOCC2)c(NC(=O)COc2cccc(C)c2)c1	-1	-6	-0.2	-2	-1	-1	-1	-1
COCCNC(=O)[C@@H]1[C@@H](CO)[C@@H]2Cn3c(cccc3=O)[C@H]1N2Cc1cccc(Cl)c1	/	1	0.2	2	/	-2	-1	-3
C[C@@H]1CN([C@H](C)CO)S(=O)(=O)c2ccc(C3=CCCCC3)cc2O[C@H]1CN(C)Cc1cccnc1	/	13	2.6	-6	0	0	9	0
COc1ccc2cc3c(N)nn(C(=O)c4ccc(F)cc4)c3nc2c1	9	8	0.5	/	31	/	/	4
FC(F)Oc1ccc(/C=N/c2c(-c3ccc(OC(F)F)cc3)nc3n2CCS3)cc1	8	/	/	0	-29	0	2	/
O=C(c1cccc([N+](=O)[O-])c1)N1CC2C3C=CC(C3)C2C1 (stereo not drawn)	0	-4	/	7	1	0	1	-3
COc1cccc(C(=O)N2C[C@@H]3[C@H](c4ccccc42)[C@H](CO)N3C(=O)c2ccc(F)cc2)c1	14[16.7 µM]	-2	0.1	-11	2	2	-7	3
Cc1nc2sccc2c(=O)n1-c1cccc(Cl)c1	9	/	/	10	/	1	-5	/
CC(C)Oc1nc(-c2ccccc2O)nc2ccccc12	/	/	/	-2	3	3	0	/
COc1ccc(OC)c(C(=O)c2ccc([N+](=O)[O-])cc2)c1	/	-2	-0.4	7	8	2	3	11
Cc1ccc(C(=O)OCC(=O)Nc2ccc(C)c(S(=O)(=O)N3CCCCC3)c2)o1	-7	-30	0.3	-12	9	-4	2	-5
C[C@H]1[C@H](C)CC[C@]2(C)CC[C@]3(C)C(=CC(=O)C4[C@@]5(C)CC[C@H](O)C(C)(C)C5CC[C@]43C)[C@H]12 (stereo partly drawn)	/	-8	0.0	-3	/	2	1	/
CCN(C(=O)CSc1nc(-c2cccs2)nc2ccccc12)C1CCS(=O)(=O)C1 (stereo not drawn)	/	5	/	13	/	1	-2	-2
O=S(=O)(Nc1cccc(-n2cnnn2)c1)c1cc(Cl)ccc1Cl	39	-33	0.0	-3	-16	-3	-6	-1
O=C(Nc1cccc2c1CCCC2)c1cc(C2CCCCN2S(=O)(=O)c2cccs2)on1 (stereo not drawn)	0	-29	0.0	-9	6	2	-3	-2
Cc1ccccc1-n1c(=O)cc(NCc2ccc3c(c2)OCO3)[nH]c1=O	1	/	/	7	-5	3	-2	/
COc1ccc(OC)c(NC(=O)COC(=O)/C=C/c2c(C)nn(C3CCS(=O)(=O)C3)c2Cl)c1 (stereo not drawn)	1	/	/	4	-1	2	-4	/
O=C1COC(c2ccccc2)C2CCCCN12 (stereo not drawn)	-5	-10	/	-9	-2	1	2	3
CC(=O)c1c(C)nn(C(=O)N2CCOCC2)c1C	0	/	/	-2	0	0	8	/
O=c1/c(=C/c2ccccn2)sc2n1CN(c1ccccc1)CN=2	5	/	-1.4	1	0	0	2	/
CN(CC(=O)NCC1COc2ccccc2O1)S(=O)(=O)c1ccc(Cl)cc1 (stereo not drawn)	-7	-28	-0.8	-3	-1	0	1	3
Cc1ccc(C)c(Cn2nnc3c(=O)[nH]c(C4CCCN(S(=O)(=O)Cc5ccccc5)C4)nc32)c1 (stereo not drawn)	3	-6	-0.1	6	/	6	6	3
CC(C)[C@H]1C(=O)Nc2ccccc2N1C(=O)N[C@@H](Cc1ccccc1)C(=O)N[C@@H](C(=O)O)c1ccccc1	-1	2	/	-19	7	-1	-1	20
CN(C)C(=O)C[C@@H]1CC[C@@H]2[C@H](COc3ccc(NC(=O)C4CCOCC4)cc3C(=O)N2C)O1	-6[16.7 µM]	-4	0.0	-4	-6	-1	-2	2
CN(C)CC(=O)N[C@@H]1CC[C@@H](CCNC(=O)C2CCCCC2)O[C@@H]1CO	/	-3	-0.1	-2	4	-3	0	1
COc1ccc(CN(C)C[C@H]2Oc3c(NC(=O)NC4CCCCC4)cccc3C(=O)N([C@@H](C)CO)C[C@H]2C)cc1	-6[16.7 µM]	14	?	-7	1	-2	6	-16
CC(O)(CS(=O)(=O)Cc1ccccc1)c1ccccc1 (stereo not drawn)	-5	-2	0.1	0	/	-3	-2	-2
